CHRM5 PAM: CHRM5 positive allosteric modulation. P08912. AID 624038. hit rate 0.3% among 360,000. activation, % at 3 µM. CHO-K1 hM5, Fluo-8 calcium, ACh EC20 PAM; 0% = ACh EC20, 100% = ACh EC100;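 active = activation above the run cutoff, the mean activation of all test compounds plus 3 SD, cut at about 18% in these data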
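Assay system: CHO-K1 hM5 cells. Also added: acetylcholine at EC20 concentration, added after compound. Dosing: 3 µM, single dose. Times: compound preincubation 140 s before EC20 acetylcholine addition. Signal: Fluo-8 calcium fluorescence. Measure: % activation relative to EC20 and EC100 ACh responses. Repeats: singlicate, one well per test compound.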
TAAR1 ag: agonists of human TAAR1 | hit rate 0.99% among 360,000 | Q96RJ0 | CHO RD-HGA16 TAAR1, Fluo-8 calcium fluorescence; vehicle wells 0%, saturating PEA agonist 100% | AID 624467 | activation, % at 3 µM;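 active = activation above the mean activation of all test compounds in the run plus 3 SD, cut at about 38% in these data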
Target sequence (Q96RJ0 whole entry, looked up): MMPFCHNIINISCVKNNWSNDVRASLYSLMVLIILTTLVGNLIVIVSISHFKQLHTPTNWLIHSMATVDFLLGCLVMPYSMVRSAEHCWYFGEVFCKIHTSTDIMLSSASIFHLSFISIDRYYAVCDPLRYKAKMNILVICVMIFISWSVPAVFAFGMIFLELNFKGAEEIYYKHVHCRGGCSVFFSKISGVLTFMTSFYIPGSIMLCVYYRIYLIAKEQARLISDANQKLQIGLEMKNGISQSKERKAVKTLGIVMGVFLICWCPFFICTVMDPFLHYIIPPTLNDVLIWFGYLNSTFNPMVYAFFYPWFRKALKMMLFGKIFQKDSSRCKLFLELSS
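test system = CHO RD-HGA16 cells carrying human TAAR1 plus Gα16 | schedule = 17-24 h seeding, 75 min 37 °C dye, 30 min RT | compound dosing = 3 µM single concentration | control set = DMSO and PEA EC100 | replicates = n 1 | signal = Fluo-8 fluorescence, 5 s baseline then 140 s kinetic read | measure = percent activation vs PEA EC100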
CRFBP-R2 agonist: CRF-BP/CRF-R2 complex agonism; activation, % at 13.2 µM; hit rate 0.46% among 350,000; HEK293 CRF-R2/CRF-BP, calcium dye fluorescence (FLIPR); percent of saturating CRF peptide response;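 active = activation of at least 50%, plus an integration ratio under a set limit after plate pattern correction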;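 note: plate controls were neutral control wells without compound for no effect and CRF at EC100 for full effect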
M1 PAM parental: nonselective activator or artifact in parental CHO-K1 calcium assay. AID 602247. activation, % at 3 µM. hit rate 0.02% among 360,000. ATP EC20, Fluo-8 calcium fluorescence; 0% at ATP EC20, 100% at ATP max;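 active = activation above the run cutoff, the mean activation of all test compounds plus 3 SD, cut at about 40% in these data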;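 note: peak over basal fluorescence ratio in a 140 s read after ATP addition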
CHRM4 PAM: CHRM4 positive allosteric modulation; activation, % at 3 µM; CHO-K1 hM4/Gqi5, Fluo-8 calcium fluorescence, ACh EC20; 0% = ACh EC20, 100% = maximal ACh; P08173; hit rate 0.4% among 360,000; AID 624126;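 active = activation above its plate's cutoff, the mean activation of sample wells plus 3 SD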; note: some results filed as inactive read as strong as hits
Target sequence (P08173 whole entry, looked up): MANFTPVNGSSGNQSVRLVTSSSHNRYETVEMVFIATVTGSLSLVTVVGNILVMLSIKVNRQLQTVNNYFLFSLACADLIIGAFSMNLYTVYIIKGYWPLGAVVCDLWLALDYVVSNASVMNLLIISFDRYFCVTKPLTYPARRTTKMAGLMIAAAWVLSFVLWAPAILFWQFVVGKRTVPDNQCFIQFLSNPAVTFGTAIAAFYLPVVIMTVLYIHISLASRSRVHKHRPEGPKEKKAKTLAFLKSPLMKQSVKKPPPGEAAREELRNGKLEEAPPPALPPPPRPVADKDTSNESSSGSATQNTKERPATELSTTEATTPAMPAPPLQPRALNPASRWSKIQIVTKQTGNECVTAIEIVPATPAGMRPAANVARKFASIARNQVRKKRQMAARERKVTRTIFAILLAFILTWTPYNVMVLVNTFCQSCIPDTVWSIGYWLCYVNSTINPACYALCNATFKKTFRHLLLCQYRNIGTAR
CHRM5 agonist: CHRM5 agonism in calcium assay; P08912; CHO-K1 hM5 cells, Fluo-8 calcium fluorescence; 0% DMSO wells, 100% maximal acetylcholine response; activation, % at 3 µM; hit rate 0.19% among 360,000;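 active = activation above the run's mean over test compounds plus 3 SD, cut at about 23% in these data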;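 note: signal is peak over basal fluorescence ratio across the kinetic read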
M5 antag: CHRM5 antagonism in calcium assay | hit rate 0.59% among 360,000 | CHO-hM5 cells, Fluo-8 calcium fluorescence, ACh EC80 | inhibition, % at 3 µM | AID 624040;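 active = inhibition above a per-plate cutoff, the mean of that plate's test compounds plus 3 SD, cut at about 27% in these data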;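 note: 0% = acetylcholine EC80 with DMSO and 100% = DMSO without agonist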
CRFR2-BP antag: antagonists of CRF-binding protein/CRF-R2 receptor complex. HEK293 CRF-R2/CRF-BP, CRF-induced calcium fluorescence. inhibition, % at 11.8 µM. hit rate 0.59% among 350,000;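 active = inhibition of the ligand-induced calcium signal above about 50% at the single tested concentration, limit read from the data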
TAAR1 antagonist: human TAAR1 antagonism | Q96RJ0 | CHO RD-HGA16 TAAR1, Fluo-8 calcium fluorescence, antagonist | inhibition, % at 3 µM | hit rate 1.5% among 360,000 | AID 624466;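 active = inhibition above a per-plate cutoff, the mean inhibition of test compounds on that plate plus 3 SD, cut at about 49% in these data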;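 note: 0% = DMSO plus EC80 beta-PEA response and 100% = DMSO alone without agonist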
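Test system: RD-HGA16 CHO cells with stable hTAAR1 and Gα16 / Probe or stimulus: EC80 β-phenethylamine stimulus / Times: seeding 17-24 h prior, 75-min 37 °C, 30-min RT dye loading / Detection: Fluo-8 calcium-sensitive fluorescence / Read-out basis: % inhibition scaled between DMSO and EC80 PEA controls / Repeats: singlicate, one well per test compound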
Starred values were filed as active, the others as inactive; x = not tested or not shown.

The line under a structure holds: CHRM5 PAM, TAAR1 ag, CRFBP-R2 agonist, M1 PAM parental, CHRM4 PAM, CHRM5 agonist, M5 antag, CRFR2-BP antag, TAAR1 antagonist
> CC(C)(C)C1CCC(OC(=O)c2ccncc2)CC1 (stereo not drawn)
 : 4, 10, -2.1, 20, 20, 3, -5, -11, -20
> CCCSC1=C(C#N)C(c2cccnc2)C(C(=O)OCC)=C(c2ccccc2)N1 (stereo not drawn)
 : -5, 4, 0.3, 2, 2, 0, -1, -28, 10
> CCN(CC(=O)Nc1ccc(NC(C)=O)cc1)C(=O)/C=C/c1cn(Cc2ccccc2)nc1-c1cccnc1
 : -2, 0, 0.2, -24, -2, 1, 3, 1, -3
> CC1(C)Cc2c(ccc3ccccc23)C(NNC(=O)c2cccnc2)=N1
 : 2, 5, -3.2, -5, 14, 0, 0, -23, 0
> Cn1nc(C(C)(C)C)cc1NC(=O)C1(C)CCN1C(=O)CCc1ccccc1 (stereo not drawn)
 : 5, -1, x, 6, 8, 2, 8, x, -8
> COc1cc2cc(CCCOC(=O)c3cccc(Br)c3)oc(=O)c2cc1OC
 : 5, 4, -2.9, 0, -1, -5, -3, 0, 9
> O=S1(=O)C[C@@H](N2CCN(c3ccccn3)CC2)[C@H](COCc2ccccc2)N1
 : 0, 3, 0.0, 14, 10, 1, -5, -13, -13
> O=C(NNC1=NS(=O)(=O)c2ccccc21)c1cccc([N+](=O)[O-])c1
 : 3, -1, -0.6, 3, -2, 6, 0, -2, 9
> CCN(CC(=O)Nc1ccccc1C(F)(F)F)C(=O)CN1C(=O)NC(C)(c2ccccc2)C1=O (stereo not drawn)
 : 1, 2, 0.1, 4, 2, 0, 0, 6, 9
> O=C(COC(=O)c1cccc(NS(=O)(=O)c2ccc(F)c(F)c2)c1)NC(=O)NC1CCCCC1
 : -10, 6, 2.0, 15, -1, -1, 9, -71, -19
> O=C(O)CSc1nnc(Cn2cnc3ccccc32)n1CCc1ccccc1
 : -3, 2, -1.8, -7, 4, 1, 0, -8, -19
> COC(=O)c1sc(S(=O)(=O)NCc2cccs2)c(C(=O)OC)c1C
 : -4, -1, -1.7, 21, 6, -2, 11, 14, -11
> CCOC(=O)CCC(=O)N1CCOCCOCCN(C(=O)CCC(=O)OCC)CCOCC1
 : -2, 4, -1.4, 15, 6, -4, -5, -13, 2
> Cc1ccc(N(CC(=O)N2CCN(Cc3ccccc3)CC2)S(C)(=O)=O)cc1C
 : -4, 8, 0.6, -6, 0, 1, 6, -8, -4
> Cc1c(Cl)cccc1NC(=S)NCc1ccc2c(c1)OCO2
 : -8, 7, -0.6, 10, -7, -3, 6, 37, -3
> CCN(CC)c1ccc(C=Nc2ccc(N(C)C)cc2)c(O)c1
 : 6, 5, 51*, 3, 4, -5, -10, -61, -2
> CN(CC(=O)Nc1ccccc1Br)C(=O)CCc1nc2ccccc2c(=O)[nH]1
 : 0, 0, -0.9, 4, 2, -3, -10, 0, -3
> COc1cc(-c2nc3cccc(C)n3c2NCC2CCCO2)ccc1O (stereo not drawn)
 : 0, 11, 0.0, 5, 5, 0, 5, 3, 40
> CC1(C)COC2(OC1)C(=O)Nc1ccccc12
 : -2, 11, -1.1, -6, 2, 4, 2, 7, -12
> O=C(CSc1nncc2ccccc12)Nc1ccc(C(=O)O)cc1
 : 11, 2, -0.7, -6, 3, -4, -14, 18, 0
> Cn1nnnc1SCC(=O)Nc1ccccc1[N+](=O)[O-]
 : 2, 6, -0.1, 2, 5, -4, -4, -8, -2
> CCCCn1c(N)c(N(CC(C)C)C(=O)CCNC(=O)c2ccccc2Cl)c(=O)[nH]c1=O
 : 3, 3, -0.1, 9, 4, -1, 6, 0, -1
> CC(=O)N[C@@H](CC(=O)O)C(=O)O
 : 7, 1, -2.5, 17, 2, -1, -7, 15, -4
> CCN(CC)C(=O)C1=C(C)N(CCC2=CCCCC2)C(=O)C(CC(=O)NCc2ccco2)C1 (stereo not drawn)
 : -2, -2, -1.7, 16, -1, 0, 9, -8, -24
> COc1ccc(CCN2CC(C(=O)NCC(c3ccccc3)N(C)C)CC2=O)cc1OC (stereo not drawn)
 : -11, 3, -2.8, 6, -1, -2, 11, 5, -13
> Cn1c(CNC(=O)C2CCCCC2)cc2cc(Cl)ccc21
 : -2, 65*, 0.9, 17, 17*, 7, 22, -11, 70*
> CCOC1(OCC)N=C(N)C2(C#N)C(c3cccc(OC)c3OC)C12C#N (stereo not drawn)
 : 5, 2, 2.3, 12, -1, -1, 0, 7, -14
> Nc1c(NC(=O)CC[n+]2ccccc2)cccc1[N+](=O)[O-]
 : -8, 0, 0.2, 6, -1, -4, 12, 1, -1
> Cc1cccc(OCC(=O)NNC(=O)CCc2ccccc2)c1
 : 5, 0, -0.7, 9, -3, 3, -12, 15, 4
> Cn1c(SCCN2CCCC2)nnc1C1CCN(S(=O)(=O)c2ccc(F)cc2)CC1
 : -1, 1, -0.4, 7, -17, -7, 4, -3, -10

Only CHRM5 agonist, CRFR2-BP antag and TAAR1 antagonist, for some of the entries so far:
canonical_smiles	CHRM5 agonist	CRFR2-BP antag	TAAR1 antagonist
Cc1cccc(OCC(=O)NNC(=O)CCc2ccccc2)c1	3	15	4
Cn1c(SCCN2CCCC2)nnc1C1CCN(S(=O)(=O)c2ccc(F)cc2)CC1	-7	-3	-10

Continued:
The line under a structure holds: CHRM5 PAM, TAAR1 ag, CRFBP-R2 agonist, M1 PAM parental, CHRM4 PAM, CHRM5 agonist, M5 antag, CRFR2-BP antag, TAAR1 antagonist
> N#Cc1c(-c2ccccc2)nc(SCC(=O)Nc2ccc(OC(F)(F)Cl)cc2)[nH]c1=O
 : 5, 7, -2.4, -8, 0, -4, -5, 36, -22
> Cc1c(C(=O)N2CCCC2)oc2ccc(Br)cc12
 : 1, -3, -0.3, 4, 0, -1, 2, 3, -15
> CCOCCn1c(CN2CCN(c3cccc(Cl)c3)CC2)nc2c1c(=O)n(C)c(=O)n2C
 : -3, 3, -1.1, 1, 5, -1, -2, 13, -6
> CC(C)(C)C(=O)COC(=O)C1CC(=O)N(c2ccccc2)C1 (stereo not drawn)
 : -3, 0, 0.0, 20, 9, -2, 10, 1, 10
> COc1ccc(-c2cn3c(C)c(C(=O)Nc4cccc(C)n4)sc3n2)cc1
 : -4, 9, 1.8, 14, -15, 3, 5, -14, 34
> COc1ccc(CNC(=O)COC(=O)c2c[nH]c(=O)[nH]c2=O)cc1OC
 : 5, 15, 0.4, 11, 7, 4, -2, -3, -1
> COc1ccc(S(=O)(=O)NCc2ccncc2)cc1NC(=O)c1ccccc1C
 : -3, 0, 0.0, -9, 2, -2, -2, 1, -22
> COCCNc1nnc(SCC(=O)Nc2nnc(-c3ccccc3)o2)s1
 : 2, 8, 0.4, 20, 0, -3, 5, -1, -21
> COCc1cc(C)nc2sc(C(=O)Nc3ccccc3F)c(N)c12
 : 4, 4, 0.1, 15, 1, 0, -3, -6, -11
> CC1=CCC(C(=O)O)C(C(=O)O)C1 (stereo not drawn)
 : 5, 1, -3.0, 9, 5, 6, -2, 5, 2
> CCC(C)NC(=O)c1cc2cc3ccc(OC)cc3nc2o1 (stereo not drawn)
 : -7, 12, 1.2, -2, -10, 3, 14, -15, 28
> Cc1cc(C)nc(/N=C(\N)N2CCc3ccccc32)n1
 : 2, 0, -0.6, 5, 0, 0, 0, -3, -15
> COc1ccc(CCNC(=O)CCn2cccc2)cc1OC
 : 0, -2, -2.4, 11, -1, 1, -1, 14, 8
> COc1cc(C2NC(=O)NC(C)=C2C(=O)NCc2ccccc2)c(Cl)cc1O (stereo not drawn)
 : 9, 0, 0.6, 7, 2, 2, -11, 11, -12
> Cc1cccc(C(=O)OCC(=O)NNC(=O)c2cccs2)c1O
 : -4, 1, -3.8, -9, 6, -5, 1, 17, -14
> O=c1ccnc(SCCc2ccccc2)[nH]1
 : 11, 3, -0.1, -6, 0, 0, -3, 0, -29
> COc1cccc(CN2C(=NC(=O)C3CC3)SC3CS(=O)(=O)CC32)c1 (stereo not drawn)
 : 0, 1, -0.2, -4, 2, 2, -1, -8, -6
> CCCc1c(-c2ccccc2F)ncn1Cc1ccccc1OC
 : -13, 5, x, -2, -5, -5, 2, x, -7
> O=C(N/N=C/C1CCCCC1)c1cc(Cl)ccc1O
 : 0, 9, 23, 20, 5, 2, -13, 24, -5
> CN(C)CCOc1cc(Cl)cc(Cl)c1
 : 1, 0, 0.9, 10, 2, -11, 0, 1, -7
> CCn1ccc(C(=O)Nc2ccc3c(c2)CCC3)n1
 : 8, x, -2.8, -6, 3, -3, -13, -6, x
> CN(C)S(=O)(=O)c1ccc(Cl)c(NC(=O)COC(=O)CN2C(=O)NC(C)(C)C2=O)c1
 : -1, -3, 0.2, 22, -3, 1, 4, 13, -2
> C[C@@H]1Cn2cnc(C(=O)Nc3ccccc3)c2C(=O)N1
 : -2, 1, 0.6, 5, -3, -1, 5, -2, 9
> Cc1ccc(CS(=O)(=O)Cc2ccc(C(=O)NCCCN3CCOCC3)o2)cc1
 : 2, 6, -0.1, 15, 4, -3, -6, -3, 8
> CC(C)CCOCC(=O)Nc1cccc(C(=O)O)c1
 : 4, 16, -0.8, 1, 0, 1, -5, 11, -3
> COc1ccc(OC)c(NC(=O)CCNS(=O)(=O)c2cccc3nsnc23)c1
 : -1, 9, 0.1, 12, 6, -2, 5, 5, -11
> CN(C)c1ccc(P(=O)(Nc2ccccc2)N2CCOCC2)c(NC(=O)c2cccs2)c1 (stereo not drawn)
 : -5, 3, -2.9, 26, 7, -2, 6, -8, 4
> COC(=O)c1nn(-c2ccc(OC)cc2)c(=O)cc1Oc1ccccc1
 : -3, 9, -0.6, 0, -12, 0, -2, 8, -9

Screens from PubChem BioAssay.
